XiGFP reactiv – activators of inactive X chromosome reactivation, primary screen, imaging, XiGFP fibroblasts, GFP high-content imaging, set 2; XiGFP mouse fibroblasts, % GFP-positive cells imaging, 3 d; cells co-treated with 5-aza-dC sensitizer; scaled so ellipticine positive control = 100%; activation, % at 7.58 µM; hit rate 0.055% among 360,000;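 active = mean normalized replicate activation at least 10% and every replicate at or above 10%; inconclusive = only one of the two criteria met; inactive = mean below 10% and not all replicates reach 10%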;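 note: 0% = median of on-plate neutral control wells and 100% = ellipticine 6 µM median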
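System: XiGFP fibroblasts, SV40-immortalized. Medium: DMEM plus 5-aza-dC sensitizer. Doses: single point. Timing: 3 d treatment, 15 min room-temperature fixation. Control set: ellipticine 6 µM.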
EWS-Fli block – EWS/Fli-driven NR0B1 reporter inhibitors, primary screen, A673 cells, NR0B1 luciferase, luminescence, MLPCN library | viability-normalised | inhibition, % at 12.6 µM | hit rate 0.67% among 350,000 | AID 651661, 2012;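 active = mean inhibition of at least 50% after viability correction, with every replicate also passing that limit; inconclusive = mean reaches 50% but only one of two replicates passes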;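 note: firefly luciferase signal divided by Alamar Blue viability fluorescence both relative to DMSO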
DENV2 CPE – inhibitors of DENV2 cytopathic effect, primary screen, cell-based, plate reader, single concentration | DENV2-infected cells, cytopathic effect rescue | CPE inhibition, % at 9.99 µM | hit rate 1.7% among 350,000 | AID 651640, 2012; in the data active = CPE inhibition above about 20%, passing the limit was not always enough; inconclusive = no clear call, values can overlap the other calls; tested in BHK-21 cells;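 note: 0% = median of neutral control wells and 100% = median of positive control wells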
CFTR F508del cor – F508del CFTR correction, initial screen, CFBE line, single point; CFBE cells, YFP halide quenching; stimulated with forskolin plus potentiator P3; % fluorescence drop versus neutral controls; activity (quench increase), % at 7.58 µM; hit rate 0.36% among 350,000;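 active = mean added fluorescence quench of at least 8% versus neutral control, with both replicates also reaching 8%; inconclusive = only one of the mean or replicate conditions met; inactive = mean below 8% and not both replicates reaching 8%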;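 note: cells transiently co-express mutant CFTR-F508del with the halide-sensitive YFP; corrector assay measuring rescue of mutant channel to the surface after 24 h compound exposure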
PAX8 reporter – inhibitors of PAX8-driven TPO luciferase reporter, primary screen, RMG-I cells, single concentration | SteadyGlo, 24 h | inhibition, % at 12.6 µM | hit rate 1.2% among 360,000 | AID 652154, 2013;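 active = mean replicate inhibition at least 60% with every replicate also reaching 60%; inconclusive = only one of the two criteria is met; inactive = mean below 60% and not all replicates reaching 60%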;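 note: luciferase light reporting Pax8 driven TPO promoter activity; plate controls were median of neutral control wells for no effect and mitoxantrone controls for full effect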
GSIS activator – GLuc luminescence reporter in INS-1E cells, primary screen for activators of glucose-dependent secretion of insulin; INS-1E GLuc reporter insulin secretion, 2-3 h; activation, % at 16.6 µM; hit rate 0.61% among 370,000;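 active = lowest replicate activation of at least 40%, so every replicate reaches that level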;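 note: 0% = median of neutral control wells and 100% = median of IBMX positive control wells; some compounds called inactive have numbers as strong as hits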
ARNT TACC3 PPI – disruptors of ARNT/TACC3 protein interaction, primary screen, biochemical, AlphaScreen, single concentration | inhibition, % at 9.99 µM | hit rate 0.66% among 390,000 | Transforming acidic coiled-coil-containing protein 3 (Homo sapiens), Q9Y6A5 | AlphaScreen His-ARNT PAS-B/GST-TACC3 binding, luminescence; TACC3 fragment carries E629A point mutation | AID 623870, 2012;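 active = mean inhibition of replicates at least 50% and at least half of replicates each reaching 50%; inconclusive = half or more replicates reach 50% but mean below 50%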;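 note: 0% = complete ARNT plus TACC3 wells and 100% = ARNT alone without TACC3; many hits fall short of the cut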
ERp5 block – inhibitors of ERp5-driven insulin aggregation, primary screen, biochemical, turbidity, absorbance 650 nm, single point. Protein disulfide-isomerase A6 (Homo sapiens), Q15084. 90 min. inhibition, % at 9.99 µM. hit rate 0.05% among 350,000;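 active = mean replicate inhibition above about 25%, with every replicate also reaching it, limit read from the data, passing the limit was not always enough; inconclusive = only one of those two criteria met; inactive = neither criterion met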
Target sequence (Q15084 whole entry, looked up): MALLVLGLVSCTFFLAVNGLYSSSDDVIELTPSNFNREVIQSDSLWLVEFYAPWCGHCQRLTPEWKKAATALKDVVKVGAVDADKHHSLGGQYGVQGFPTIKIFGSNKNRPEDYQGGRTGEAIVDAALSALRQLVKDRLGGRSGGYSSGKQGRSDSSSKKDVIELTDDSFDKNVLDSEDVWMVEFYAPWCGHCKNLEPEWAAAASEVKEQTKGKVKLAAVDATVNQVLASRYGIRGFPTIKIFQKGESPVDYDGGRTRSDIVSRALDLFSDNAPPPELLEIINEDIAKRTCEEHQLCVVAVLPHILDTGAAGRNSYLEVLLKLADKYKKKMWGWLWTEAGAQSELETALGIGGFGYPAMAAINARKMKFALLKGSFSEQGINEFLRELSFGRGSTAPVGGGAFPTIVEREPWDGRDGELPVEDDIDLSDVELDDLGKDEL
* hit, by the source's call; & = joins results of further samples; ! = a repeat was not active. No enrichment for hits, and some 4.2% of all compounds hit somewhere here.

How did O=C(C[C@@H]1CC[C@H]2[C@@H](COC[C@@H](O)CN2Cc2nccs2)O1)NCc1ccccc1 do in these assays?
XiGFP reactiv: 0.0; EWS-Fli block: -3; DENV2 CPE: -5; CFTR F508del cor: -2.5; PAX8 reporter: -13; GSIS activator: 6; ARNT TACC3 PPI: -6; ERp5 block: -1

How did C[C@@H]1CN([C@H](C)CO)C(=O)CCCn2cc(nn2)CO[C@H]1CN(C)C(=O)Nc1ccccc1C(F)(F)F do in these assays?
XiGFP reactiv: 0.0&-0.5; EWS-Fli block: -2&-9&0; DENV2 CPE: 48*!; CFTR F508del cor: 0.8&0.3&1.7; PAX8 reporter: -1&-2; GSIS activator: -1&-1; ARNT TACC3 PPI: -5&-7; ERp5 block: 1&6&-2

Results for Cc1noc(C)c1S(=O)(=O)N(C)C[C@H]1OCCCC[C@@H](C)Oc2ccc(NC(=O)Nc3ccc(C(F)(F)F)cc3)cc2C(=O)N([C@H](C)CO)C[C@@H]1C ?
XiGFP reactiv: 0.0; EWS-Fli block: 2; DENV2 CPE: -9; CFTR F508del cor: 2.1; GSIS activator: 11; ARNT TACC3 PPI: 0; ERp5 block: -2

What do the screens show for `CC(C)n1nc(C(=O)Nc2nnc(C3CC3)s2)c2ccccc2c1=O`?
XiGFP reactiv: 0.2; EWS-Fli block: -1; DENV2 CPE: -3; CFTR F508del cor: 0.0; PAX8 reporter: 9; GSIS activator: 14; ARNT TACC3 PPI: 2; ERp5 block: 16

How did COc1ccc(C#Cc2cnc3c(c2)C(=O)N([C@H](C)CO)C[C@H](C)[C@@H](CN(C)C)O3)cc1 do in these assays?
XiGFP reactiv: -0.5; EWS-Fli block: -5; DENV2 CPE: 20; CFTR F508del cor: 3.9; GSIS activator: -3; ARNT TACC3 PPI: 6; ERp5 block: 3

What do the screens show for `COc1ccc(C(=O)N/N=C/c2ccccc2C(=O)O)cc1OC`?
XiGFP reactiv: -0.1; EWS-Fli block: 2; DENV2 CPE: 0; CFTR F508del cor: 0.2; PAX8 reporter: -9; GSIS activator: 3; ARNT TACC3 PPI: -3; ERp5 block: -9

What do the screens show for `Cc1nn(Cc2ccccc2)c(C)c1/C=N/NC(=O)c1ccncc1`?
XiGFP reactiv: 0.1; EWS-Fli block: 8; DENV2 CPE: 9; CFTR F508del cor: -0.8; PAX8 reporter: 17; GSIS activator: -3; ARNT TACC3 PPI: -2; ERp5 block: 1

What do the screens show for `COc1ccc(-c2noc(CCCC(=O)NC3CCCCC3)n2)cc1OC`?
XiGFP reactiv: 0.0; EWS-Fli block: -5; DENV2 CPE: 10; CFTR F508del cor: -1.0; PAX8 reporter: 13; GSIS activator: 4; ARNT TACC3 PPI: 2; ERp5 block: 7

What do the screens show for `Cc1ccc(NC(=O)CS(=O)CC(=O)N(C(C)C(=O)NC2CCCCC2)C(C)(C)C)cc1` (configuration not stated)?
XiGFP reactiv: 0.0; EWS-Fli block: 7; DENV2 CPE: -2; CFTR F508del cor: 1.2; PAX8 reporter: 0; GSIS activator: 7; ARNT TACC3 PPI: -5; ERp5 block: 2

How did C=CCN1C(=O)[C@@]2(O[C@@H](CCn3cc([C@H](O)c4ccccc4)nn3)[C@H]([Si](C)(C)c3ccc(OC)cc3)[C@H]2C)c2cc(N3CCOC3=O)ccc21 do in these assays?
EWS-Fli block: 5; DENV2 CPE: 42*; CFTR F508del cor: 12*; PAX8 reporter: 0; ARNT TACC3 PPI: -1; ERp5 block: 1

How did CCn1ncc(CN2CCCC(CNC(=O)c3ccc(F)cc3)C2)c1C (configuration not stated) do in these assays?
XiGFP reactiv: 0.0; EWS-Fli block: 0; DENV2 CPE: 2; CFTR F508del cor: -1.3; PAX8 reporter: 27; GSIS activator: -1; ARNT TACC3 PPI: -3; ERp5 block: -1

How did O=c1c2ccccc2sc2ccc(NCCCN3CCOCC3)cc12 do in these assays?
XiGFP reactiv: 0.3; EWS-Fli block: -72; DENV2 CPE: 2; CFTR F508del cor: -0.5; PAX8 reporter: -190; GSIS activator: -3; ARNT TACC3 PPI: 2; ERp5 block: -2

How did COCOc1cccc(CN2CCC2(C)C(=O)Nc2ccc(C)cc2)c1 (configuration not stated) do in these assays?
XiGFP reactiv: 0.0; EWS-Fli block: 17; DENV2 CPE: 4; CFTR F508del cor: -0.4; PAX8 reporter: 5; GSIS activator: -11; ERp5 block: 2

Results for O=C1NC[C@H](CCCCN2C[C@H](Cc3ccccc3)N(CC3CCCCC3)C(=O)C2=O)N(CC2CCCCC2)C1=O ?
XiGFP reactiv: -0.1; EWS-Fli block: 11; DENV2 CPE: 0; CFTR F508del cor: 3.0; PAX8 reporter: 0; GSIS activator: -9; ERp5 block: 2

What do the screens show for `N#Cc1ccc(-c2ccc([C@H]3[C@H](CO)N4C(=O)CN(C(=O)Cc5ccccc5)C[C@@H]34)cc2)cc1`?
XiGFP reactiv: 0.1; EWS-Fli block: -6; DENV2 CPE: inconclusive; CFTR F508del cor: -1.3; PAX8 reporter: 5; GSIS activator: -19; ERp5 block: -4

What do the screens show for `COc1ccc(-c2ccc3c(c2)[C@H]2[C@H](CCN2S(=O)(=O)C2=NC(C)C=N2)[C@@H](CO)N3C)cc1` (some centres not stated)?
XiGFP reactiv: 0.0; EWS-Fli block: -12; DENV2 CPE: 2; CFTR F508del cor: 2.3; PAX8 reporter: -13; GSIS activator: -3; ARNT TACC3 PPI: 0; ERp5 block: 2

Results for COc1ccc(-c2sc3cc4c(cc3c2C#CC2(O)CCCCC2)OCO4)cc1 ?
XiGFP reactiv: 0.0; EWS-Fli block: 5; DENV2 CPE: -19; CFTR F508del cor: -1.4; PAX8 reporter: -12; GSIS activator: 7; ARNT TACC3 PPI: -1; ERp5 block: -3

Results for CS(=O)(=O)c1ccc(NC(=O)C2CCCN(C(=O)c3ccc(Cl)cc3)C2)cc1 (configuration not stated) ?
XiGFP reactiv: 0.3; EWS-Fli block: 3; DENV2 CPE: 7; CFTR F508del cor: 1.4; PAX8 reporter: -6; GSIS activator: 29; ARNT TACC3 PPI: 1; ERp5 block: 0

How did O=C(Cn1cc(C(F)(F)F)cc(Cl)c1=O)NCc1ccccc1 do in these assays?
XiGFP reactiv: 0.0; EWS-Fli block: -42; DENV2 CPE: 5; CFTR F508del cor: 3.3; PAX8 reporter: -33; GSIS activator: 0; ARNT TACC3 PPI: 9; ERp5 block: 0

Results for CC(C)(C)NC(=O)C(c1ccc(O)cc1)N(C(=O)Cn1nnc(-c2ccc(F)cc2)n1)c1ccccc1F (configuration not stated) ?
XiGFP reactiv: 0.0; EWS-Fli block: 7; CFTR F508del cor: -1.1; PAX8 reporter: 17; GSIS activator: -20; ARNT TACC3 PPI: -1; ERp5 block: 5

Continued, starting with the last two of the part before.
How did O=C(Cn1cc(C(F)(F)F)cc(Cl)c1=O)NCc1ccccc1 do in these assays?
XiGFP reactiv: 0.0; EWS-Fli block: -42; DENV2 CPE: 5; CFTR F508del cor: 3.3; PAX8 reporter: -33; GSIS activator: 0; ARNT TACC3 PPI: 9; ERp5 block: 0

Results for CC(C)(C)NC(=O)C(c1ccc(O)cc1)N(C(=O)Cn1nnc(-c2ccc(F)cc2)n1)c1ccccc1F (configuration not stated) ?
XiGFP reactiv: 0.0; EWS-Fli block: 7; CFTR F508del cor: -1.1; PAX8 reporter: 17; GSIS activator: -20; ARNT TACC3 PPI: -1; ERp5 block: 5

How did CN1C(=O)c2cc(NC(=O)C3CC3)ccc2OC[C@@H]2O[C@H](CC(=O)NCC3CCCCC3)CC[C@@H]21 do in these assays?
XiGFP reactiv: 0.0; EWS-Fli block: 6; DENV2 CPE: -1; CFTR F508del cor: 1.4; PAX8 reporter: 6; GSIS activator: -19; ARNT TACC3 PPI: -7; ERp5 block: 7

What do the screens show for `Cc1ccc(N2C(=O)C3NN=C(C(=O)OCc4ccccc4)C3C2=O)cc1` (configuration not stated)?
XiGFP reactiv: 0.3; PAX8 reporter: 26; GSIS activator: -2; ARNT TACC3 PPI: 34

Results for CSc1ccc(S(=O)(=O)Nc2c(C)n(C)n(-c3ccccc3)c2=O)cc1 ?
XiGFP reactiv: 0.1; EWS-Fli block: 0; DENV2 CPE: 1; CFTR F508del cor: -10; PAX8 reporter: 10; GSIS activator: -5; ARNT TACC3 PPI: 4; ERp5 block: -1

How did CCS(=O)(=O)N1CCC(NC(=O)C(Cc2cc(OC)ccc2OC)NC(C)=O)CC1 (configuration not stated) do in these assays?
XiGFP reactiv: 0.0; EWS-Fli block: 0; DENV2 CPE: -7; CFTR F508del cor: -0.5; PAX8 reporter: 3; GSIS activator: 5; ARNT TACC3 PPI: -2; ERp5 block: -3

What do the screens show for `CC(C)(C)SCCNC(=O)/C=C/c1ccccc1`?
XiGFP reactiv: 0.2; EWS-Fli block: -60; DENV2 CPE: -4; CFTR F508del cor: -0.4; PAX8 reporter: -84; GSIS activator: -17; ERp5 block: -2

What do the screens show for `CC(C)Cn1nc(NS(=O)(=O)c2cccc3nonc23)c2cc3ccccc3nc21`?
XiGFP reactiv: 0.0; EWS-Fli block: 16; DENV2 CPE: -8; CFTR F508del cor: 3.4; PAX8 reporter: 9; GSIS activator: 2; ARNT TACC3 PPI: 2; ERp5 block: 2

How did COc1ccccc1NS(=O)(=O)c1cc(NC(=O)CC(C)(C)C)ccc1N1CCOCC1 do in these assays?
XiGFP reactiv: 0.0; EWS-Fli block: -5; CFTR F508del cor: -2.2; PAX8 reporter: 4; GSIS activator: -20; ARNT TACC3 PPI: -1; ERp5 block: -2

How did CC1(C)Oc2ccc3ccc(=O)oc3c2CC1O (configuration not stated) do in these assays?
XiGFP reactiv: 0.0; EWS-Fli block: -1; DENV2 CPE: 5; CFTR F508del cor: 3.0; PAX8 reporter: -4; ARNT TACC3 PPI: 1; ERp5 block: 4

Results for Cc1cc(C)nc(NC(=O)Nc2ccc3c(c2)OCO3)c1 ?
XiGFP reactiv: 0.2; EWS-Fli block: -29; DENV2 CPE: 2; CFTR F508del cor: 2.6; PAX8 reporter: -105; GSIS activator: 1; ARNT TACC3 PPI: 4; ERp5 block: -1

What do the screens show for `COc1cccc(NC(=O)CN(C)C(=O)Cc2cccc3ccccc23)c1`?
XiGFP reactiv: 0.3; EWS-Fli block: 1; DENV2 CPE: inconclusive; CFTR F508del cor: -1.3; PAX8 reporter: -9; ARNT TACC3 PPI: 4; ERp5 block: 1

What do the screens show for `Cc1ccnc(SCc2cc(=O)c(OC(=O)c3cc([N+](=O)[O-])ccc3Cl)co2)n1`?
XiGFP reactiv: 0.4; EWS-Fli block: -12; DENV2 CPE: 0; PAX8 reporter: 9; GSIS activator: 3; ARNT TACC3 PPI: -3; ERp5 block: 1

What do the screens show for `CCOc1ccc(NC(=S)N2CCN(S(=O)(=O)c3ccccc3)CC2)cc1`?
XiGFP reactiv: -0.1; DENV2 CPE: -1; CFTR F508del cor: -3.4; PAX8 reporter: 12; GSIS activator: -19; ARNT TACC3 PPI: -8; ERp5 block: -1

Results for C=CCn1c(CCCNC(=O)C(C)(C)C)nc2ccccc21 ?
XiGFP reactiv: -0.1; EWS-Fli block: 4; DENV2 CPE: -1; CFTR F508del cor: -2.9; PAX8 reporter: -19; ARNT TACC3 PPI: -10; ERp5 block: 6

Screening data from PubChem.
